High-throughput results as filed in PubChem.
V1R ag counter = activates human V1a receptor in oxytocin agonist counter-screen; 320,000 tested, 0.25% active; CHO-V1R cells, Fluo-8 calcium fluorescence, agonist mode; 0% DMSO, 100% 3 nM vasopressin; activation, % at 3 µM; AID 2797; P37288;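 active = activation above the mean activation of all tested compounds plus 3 SD, per screening run, cut at about 20% in these data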;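 note: signal is peak over basal fluorescence ratio across a 100 second FLIPR read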
MEKK2wt PB1 HTS = raises or lowers MEK5 binding to wildtype human MEKK2 PB1 domain. bead flow cytometry, Alexa488-MEK5 binding to MEKK2 WT; actives lie on both sides. binding response (% of control), % at 10 µM. 290,000 tested, 1.1% active. AID 1531; in the data active = binding response below about 67% or above about 130%
GalR3 antagonist = human GalR3 antagonism; O60755; HEK293 GalR3-CNG cAMP membrane potential fluorescence; galR3 body fused to GalR1 C-terminus; inhibition, % at 3 µM; 360,000 tested, 0.44% active;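 active = inhibition above the screen-wide average plus 3 SD, cut at about 13% in these data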;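 note: forskolin and galanin both at EC90 stimulate the cells; cAMP rise reported by CNG channel membrane potential dye signal; 0% = forskolin plus galanin with DMSO and 100% = forskolin alone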
Target sequence (O60755 1-299 limits assumed): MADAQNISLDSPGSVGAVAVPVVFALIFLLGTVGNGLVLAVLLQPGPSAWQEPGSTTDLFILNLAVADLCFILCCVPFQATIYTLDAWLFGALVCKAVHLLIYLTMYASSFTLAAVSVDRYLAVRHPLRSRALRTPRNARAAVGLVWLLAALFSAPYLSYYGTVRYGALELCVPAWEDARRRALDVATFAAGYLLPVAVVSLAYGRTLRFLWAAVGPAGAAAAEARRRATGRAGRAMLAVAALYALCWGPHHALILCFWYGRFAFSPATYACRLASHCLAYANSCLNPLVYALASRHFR
OXTR ag = agonists of human oxytocin receptor. P30559. 320,000 tested, 0.32% active. CHO-OTR cells, Fluo-8 calcium fluorescence; normalized: DMSO 0%, oxytocin 100%. activation, % at 3 µM;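 active = activation above the mean of all tested compounds plus 3 SD, cutoff set per screening run, cut at about 20% in these data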;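 note: peak over basal fluorescence ratio from a 100 s FLIPR kinetic read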
PHOSPHO1 inh = inhibitors of human PHOSPHO1 phosphatase; recombinant PHOSPHO1, absorbance phosphatase assay; inhibition, % at 13.3 µM; AID 1565; 290,000 tested, 1.1% active; in the data active = inhibition above about 60%
Target sequence (Q8TCT1 whole entry, looked up): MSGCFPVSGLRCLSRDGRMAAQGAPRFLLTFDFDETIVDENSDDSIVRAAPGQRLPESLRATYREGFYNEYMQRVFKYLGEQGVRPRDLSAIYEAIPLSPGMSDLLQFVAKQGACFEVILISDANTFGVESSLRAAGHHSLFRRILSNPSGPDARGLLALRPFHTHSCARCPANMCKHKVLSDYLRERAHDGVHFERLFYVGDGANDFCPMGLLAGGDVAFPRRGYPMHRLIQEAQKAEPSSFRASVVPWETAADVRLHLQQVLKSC
GPR7 antagonist = antagonists of human GPR7 (neuropeptides B/W receptor 1); inhibition, % at 4.4 µM; 290,000 tested, 1.1% active; GPR7-expressing cells, fluorescence antagonist assay; in the data active = inhibition above about 16%, passing the limit was not always enough;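 note: cells stimulated with the agonist NPW; 0% = agonist with vehicle and 100% = vehicle without agonist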
Target sequence (P48145 whole entry, looked up): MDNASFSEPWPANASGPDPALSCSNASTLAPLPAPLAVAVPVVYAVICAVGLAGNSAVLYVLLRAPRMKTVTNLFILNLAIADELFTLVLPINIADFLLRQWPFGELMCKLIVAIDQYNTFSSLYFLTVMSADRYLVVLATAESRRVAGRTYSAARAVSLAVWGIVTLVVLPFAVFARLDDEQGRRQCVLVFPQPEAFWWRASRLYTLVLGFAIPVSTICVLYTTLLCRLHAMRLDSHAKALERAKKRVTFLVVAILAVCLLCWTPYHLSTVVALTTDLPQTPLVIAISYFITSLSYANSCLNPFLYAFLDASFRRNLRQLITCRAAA
NALP1 yeast inh = inhibitors of NALP1 inflammasome in yeast. S. cerevisiae NALP1/ASC/caspase-1 growth, X-gal OD620, 72 h. inhibition, % at 10 µM. 280,000 tested, 0.61% active; in the data active = inhibition mostly above about 24%, no sharp cut-off; inactive = mostly below about 32%; note: some compounds called inactive have numbers as strong as hits
MEKK3 PB1 HTS = raises or lowers MEK5 binding to the human MEKK3 PB1 domain. 290,000 tested, 1.4% active. AID 1529. binding response (% of control), % at 10 µM. Q99759. bead-based flow cytometry, Alexa488-MEK5 binding to MEKK3; actives lie on both sides; 0 = blocked by unlabeled MEK5, 100 = vehicle;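 active = binding response more than 3 SD above or below the average of its plate-row segment, actives on both sides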;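 note: Alexa488 bead fluorescence after subtracting the streptavidin-only scavenger bead signal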
MEKK2 mut-MEK5 = signal of MEK5 binding to mutant human MEKK2 PB1 domain. percent response, % at 10 µM. bead flow cytometry, Alexa488-MEK5 binding to MEKK2 mutant. 290,000 tested, 0.35% active; in the data active = percent response above about 24%, passing the limit was not always enough; note: inactives centre near 1; some results filed as inactive read as strong as hits; reference of the scale not given here
* hit, by the source's call; nt = not tested or not shown.

SMILES	V1R ag counter	MEKK2wt PB1 HTS	GalR3 antagonist	OXTR ag	PHOSPHO1 inh	GPR7 antagonist	NALP1 yeast inh	MEKK3 PB1 HTS	MEKK2 mut-MEK5
CC1(CCC#N)N=C(SCCC#N)N(c2ccccc2)C1=O (configuration not stated)	0.7	93	-3	0.8	46	-3	11	90	-3
CC(=O)c1ccc(NC(=O)/C=C/c2ccc(C)cc2)cc1	0.0	103	-4	-0.3	11	-2	46	101	-1
CCOC(=O)N1CCN(c2c(NCCc3ccccc3)c(=O)c2=O)CC1	-0.1	100	2	0.0	-7	-16	-8	102	9
COC(=O)c1cc(C(=O)OCC(=O)Nc2cc(C)on2)cc([N+](=O)[O-])c1	0.3	85	1	-0.8	-10	-7	15	87	-28
C(=C\c1ccccc1)/CSc1ccccn1	-0.4	109	1	-1.8	8	-6	13	114	0
CSCC[C@H](NC(=O)c1ccc(Cl)c(S(=O)(=O)N2CCCC2)c1)c1nc2ccccc2[nH]1	0.7	92	2	-1.5	98*	4	-10	91	-4
COCCN(C(=O)c1csnn1)C(C(=O)NC1CCCCC1)c1ccc(Cl)cc1 (configuration not stated)	0.1	102	-6	-2.1	22	3	5	102	4
CC(Sc1nc2sccc2c(=O)n1-c1ccccc1)C(N)=O (configuration not stated)	0.3	94	-8	0.3	27	1	-1	97	0
Cc1ccc(-c2nc(SCC(=O)Nc3cc(C)on3)c3c(=O)n(C)c(=O)n(C)c3n2)cc1	1.4	101	-1	0.5	43	3	4	102	0
CCC(Oc1ccc(Br)cc1)C(=O)N1CCN(c2ncccn2)CC1 (configuration not stated)	3.2	108	-3	-0.5	19	-12	4	102	5
Cc1ccc(C(=O)N2CCN(c3ccc(NC(=S)NC(=O)c4cccs4)cc3)CC2)cc1	1.4	103	0	-0.4	48	-11	-7	104	1
CCn1cc(C(=O)O)c(=O)c2cnc(N3CCN(C(=S)Nc4ccccc4)CC3)nc21	1.3	71	7	1.2	51	2	nt	65	-10

PHOSPHO1 inh, entries above that show a hit
SMILES,MEKK2wt PB1 HTS,GalR3 antagonist,PHOSPHO1 inh,GPR7 antagonist,NALP1 yeast inh,MEKK3 PB1 HTS,MEKK2 mut-MEK5
CSCC[C@H](NC(=O)c1ccc(Cl)c(S(=O)(=O)N2CCCC2)c1)c1nc2ccccc2[nH]1,92,2,98*,4,-10,91,-4

Structural class, the compounds so far containing a halogen (three)
SMILES	V1R ag counter	MEKK2wt PB1 HTS	GalR3 antagonist	OXTR ag	PHOSPHO1 inh	GPR7 antagonist	NALP1 yeast inh	MEKK3 PB1 HTS	MEKK2 mut-MEK5
CSCC[C@H](NC(=O)c1ccc(Cl)c(S(=O)(=O)N2CCCC2)c1)c1nc2ccccc2[nH]1	0.7	92	2	-1.5	98*	4	-10	91	-4
COCCN(C(=O)c1csnn1)C(C(=O)NC1CCCCC1)c1ccc(Cl)cc1 (configuration not stated)	0.1	102	-6	-2.1	22	3	5	102	4
CCC(Oc1ccc(Br)cc1)C(=O)N1CCN(c2ncccn2)CC1 (configuration not stated)	3.2	108	-3	-0.5	19	-12	4	102	5

Next section.
SMILES	V1R ag counter	MEKK2wt PB1 HTS	GalR3 antagonist	OXTR ag	PHOSPHO1 inh	GPR7 antagonist	NALP1 yeast inh	MEKK3 PB1 HTS	MEKK2 mut-MEK5
Cc1ccc(C(CC(=O)O)Nc2nc(N3CCCCC3)nc(N3CCCCC3)n2)cc1 (configuration not stated)	-0.9	100	1	-0.3	11	-8	8	100	7
CCn1c(CCNC(=O)c2cccs2)n[nH]c1=S	0.0	101	-5	-1.5	8	-8	26	113	0
COc1ccc(-n2c(=O)cc(N3CCN(c4ccccc4OC)CC3)[nH]c2=O)cc1	0.6	107	-6	-0.3	9	-7	9	104	7
CCN(CC)CCSc1nc2ccc(OC)cc2[nH]1	0.8	86	5	0.2	24	-15	25	77	-19
Cc1ccsc1C(=O)NC(C)c1ccccc1 (configuration not stated)	-0.3	97	-9	0.5	31	-9	15	102	-4
O=C(NC(=S)Nc1ccc(Cl)c(C(=O)O)c1)c1cccc(COc2ccccc2)c1	0.8	97	1	-0.2	31	3	4	102	-1
Cc1c(CCC(=O)NCCCn2ccnc2)c(=O)oc2c(C)c3occ(C(C)(C)C)c3cc12	5.3	107	-3	0.7	34	-9	-23	104	1
COc1ccc(OCc2nnc(SCC(=O)NNC(=O)c3ccc(C)cc3)n2C)cc1	0.8	103	-4	-1.3	-4	0	22	103	1
CCOCCCn1c(SC(C(=O)Nc2cc(C)ccc2C)c2ccccc2)nnc1-c1ccc(Cl)cc1 (configuration not stated)	1.4	100	6	-0.7	0	6	23	97	-4
Cc1ccnc(NC2CCCCC2)c1	-0.6	68	-7	0.1	16	12	21*	75	-15
O=C(O)c1ccccc1NS(=O)(=O)c1ccc2ccccc2c1	-0.1	97	-8	0.1	16	0	11	100	-4
O=C(NCC1CCN(c2ccc(S(=O)(=O)N3CCOCC3)cc2)CC1)Nc1ccccc1F	7.0	100	-9	4.9	10	0	12	99	1
Cc1cc2c(SCC(=O)NC3CCCCC3)ncnc2s1	-1.1	97	-2	0.4	2	8	9	102	1
COc1cccc(NC(=O)C2CCCN2S(=O)(=O)c2ccc3c(c2)n(C)c(=O)c(=O)n3C)c1 (configuration not stated)	-0.7	100	-8	0.1	-1	12	17	100	0
CCc1ccc(NC(=O)c2noc3c2CCCCC3)cc1	0.1	nt	-9	-0.3	-11	-3	13	nt	nt
Oc1[nH]c2ccccc2c1N=Nc1nncc2ccccc12	-1.1	97	0	-0.5	33	-11	nt	99	-3
COc1ccc(/C(N)=N/OC(=O)c2cccs2)cc1OC	0.1	94	-1	-1.0	12	-17	12	101	-6
Cn1cc([C@@H]2C[C@H]3CN(C4CCCC4)C(=O)[C@]34CCCN24)c(-c2ccccc2)n1	-0.2	85	-6	-0.6	55	-7	13	94	-9
CCOC(=O)Nc1ccc2c(c1)nc(CN1CCN(C(C)=O)CC1)n2C	0.6	101	2	0.1	2	5	6	101	-1
O=C(O)C1=C(C(=O)Nc2ccc(F)c(Cl)c2)CCCC1	1.4	95	-3	1.2	-38	-6	22	102	2
O=C(CNC(=O)c1cccs1)c1ccc(Br)cc1	2.4	102	-9	0.5	19	14	22	103	-2
Cc1ccc(N2CCN(C(=O)Nc3cccc([N+](=O)[O-])c3)CC2C)cc1 (configuration not stated)	7.1	107	-4	3.7	42	-4	10	107	8
Cc1cc(=O)[nH]c(N/N=C/c2cc(C)n(CC(F)(F)F)c2C)n1	-0.1	83	-7	1.2	28	1	-1	82	-15
Cc1cc(N)n2ncc(-c3cccc(Br)c3)c2n1	-0.1	99	-2	1.3	-30	-21	12	104	-1
O=C1COc2ccc(-c3csc(NCCc4ccccc4)n3)cc2N1	-0.5	96	-6	-1.1	-28	7	2	97	-2
CCN1C(=NCCOC)N[C@@H](c2cccc(F)c2)C(C(=O)OC)=C1C	0.8	85	nt	0.2	-88	-6	15	101	-11
CCOC(=O)C1(C(F)(F)F)N=C(c2ccccc2F)OC(N(C)C)=N1 (configuration not stated)	-1.9	98	6	-3.2	20	-15	13	98	-2
CC(=O)c1cnc2sccn2c1=O	-0.4	97	-7	-0.2	4	-17	-1	102	-2
CCOC(=O)C1=C(C)Nc2ncnn2C1/C=C/c1ccccc1 (configuration not stated)	-1.5	95	-8	-1.8	31	-3	22	93	1
COc1ccc2cc(CCNS(=O)(=O)c3ccc(NC(C)=O)cc3)c(=O)[nH]c2c1	-0.3	107	-10	0.7	14	-6	7	102	4
CC(C)Cc1nnc(NC(=O)CCC(=O)NC2CCCCC2)s1	0.1	103	3	0.8	38	-15	6	104	2
O=C1OC2(CCCCC2)OC(=O)C1=CNc1ccc2c(c1)OCO2	-0.9	99	-2	0.5	26	-20	-3	102	0
Cc1cc(/C=N/NS(=O)(=O)c2ccc(F)c(Cl)c2)no1	-0.4	103	-6	0.7	20	-13	2	106	2
CCCC(=O)Nc1ccc2oc(-c3cncc(Br)c3)nc2c1	0.6	93	-4	0.9	-11	0	14	85	-7
Cc1ccc(CC(=O)N/N=C/c2ccc3c(c2)OCO3)cc1	1.2	99	-5	0.3	36	-9	-1	98	1
O=C(CSc1nc2ccccc2[nH]1)N/N=C/c1ccco1	-0.4	104	-9	0.7	28	-10	10	103	0
Cc1cccc(N=Nc2cn[nH]c2-c2ccco2)c1	-0.6	96	-5	-1.2	37	-17	-49	101	-4
COc1ccc(N(CC(=O)NCCSCc2cccc(Cl)c2)S(C)(=O)=O)cc1	6.0	114	-9	-0.6	nt	-4	-8	112	5
COc1cccc2c1OCC(C(=O)OCc1cccnc1)=C2	1.3	109	-3	1.4	25	-3	17	105	8
O=S(=O)(NCc1ccc2c(c1)OCO2)c1cccc(F)c1	nt	110	-10	nt	40	10	23	107	13
COc1ccc(CCNC(=O)Cn2cccc2C(=O)c2ccccc2)c(OC)c1	-0.4	96	1	-2.5	-18	-10	3	100	-1
CN(c1ccc2nc3ccccc3c(=O)n2n1)C1CCCCC1	-1.8	97	-3	-2.3	21	2	3	100	0
CCc1ccc(/C=N\n2cnnc2)cc1	0.3	93	-6	0.1	-10	-3	15	84	-22
CCOC(=O)C1(CCCc2ccccc2)CCN(Cc2nccn2CC)CC1	14	109	-5	8.1	50	19	12	99	1
COC(=O)c1ccccc1NC(=S)N(C)C	1.4	97	0	0.5	-5	-13	-1	99	2
O=C(Nc1ccn(Cc2ccc(F)cc2)n1)c1ccncc1	8.8	103	-3	9.1	5	-10	3	104	4
Cc1n[nH]c(=O)n1-c1ccc(OC(F)(F)F)cc1	1.2	96	-2	-0.5	36	-2	7	99	-5
O=C(CN1C(=O)CCSc2ccccc21)Nc1ccc2c(c1)OCO2	0.3	97	-7	0.4	-56	12	15	99	0
O=S(=O)(c1ccccc1C(F)(F)F)N1CCC(n2cnc3ccccc32)CC1	6.3	104	-8	5.8	17	6	4	103	3
CC(C)C(c1nnnn1Cc1ccccc1)N1CCN(Cc2ccc3c(c2)OCO3)CC1 (configuration not stated)	-0.6	104	-5	0.1	9	0	2	103	3
CCOC(=O)N1CCN(S(=O)(=O)c2ccc(C(=O)Nc3nnc(CC)o3)cc2)CC1	-0.2	104	-9	-0.6	-20	-5	22	107	-1
CC1CCC2C(C1)Nc1c(C(=O)O)cccc1C2(C)C (configuration not stated)	-0.6	95	-1	-1.3	10	-6	15	99	-3
CC(C)(C)C(=O)Nc1cc2c3c(c1)CC(=O)N3CCC2	0.2	103	-6	-0.4	13	-14	19	99	3
CCOc1cccc2sc(N(CCCN(C)C)C(=O)c3ccc(S(=O)(=O)N(C)CC4CCCO4)cc3)nc12 (configuration not stated)	-1.0	125	-8	0.8	17	10	8	103	13
N=c1sccn1CC(=O)Nc1ccc(S(=O)(=O)N2CCOCC2)cc1	-0.2	103	0	2.3	4	-18	-1	99	1
CC1=CC(C)(C)Nc2ccc(OC(=O)c3cccnc3)cc21	-1.1	94	-4	-0.5	11	-4	23	97	-7
CC(=O)Nc1ccc(N(C(=O)c2ccco2)C(C(=O)NC2CCCC2)c2cccs2)cc1 (configuration not stated)	-0.2	91	-4	-0.6	34	-3	-31	90	-10
COc1ccc(CCNC(=O)CN(C)S(=O)(=O)c2cccc3nsnc23)cc1OC	0.2	103	-5	0.4	9	-3	3	102	0
CCNS(=O)(=O)c1ccc(CCC(=O)N2CCN(c3ccc(OC)cc3)CC2)cc1	1.3	106	-11	0.1	33	5	0	106	11
Cc1ccc(OCc2nnc(SCC(=O)c3ccccc3)n2-c2ccccc2)cc1	8.0	73	-6	1.4	5	0	18	78	3
N#C/C(=C\c1cn(CC(=O)N2CCCC2)c2ccccc12)C(=O)NCc1ccc2c(c1)OCO2	2.8	100	0	-0.4	-35	-11	19	101	-1
COc1cc(NC(=O)c2c(F)cccc2F)nc(OC)n1	0.0	100	nt	0.6	46	0	2	97	1
COc1cc(C(N)=O)cc(Br)c1OC	-0.4	101	-1	0.2	24	1	13	107	4
